Source: PubChem BioAssay (NMMLSC)
Rab7 wt GTP bind: modulators of GTP binding to dog Rab7 wildtype GTPase; AID 758; GTP binding activity (percent of control), % at 10 µM; GST-Rab7 beads, fluorescent GTP binding, flow cytometry; actives lie on both sides; untreated = 100%, excess cold GTP = 0%; 0.055% of 190,000 active;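 active means fluorescent GTP binding to Rab7 beads changed by at least 20 points from the 100% baseline, either direction, mostly lower; inconclusive means compound itself probably fluorescent, or too few beads counted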;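 further: median green fluorescence of bound Bodipy-FL-GTP per Rab7 bead population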
HRas wt GTP: human HRas wildtype GTP binding, change in either direction | 0.14% of 190,000 active | GST-Ras wt beads, Bodipy-FL-GTP binding, flow cytometry; actives lie on both sides | GTP binding activity, % at 10 µM | P01112;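 active means GTP binding activity at least 20% away from the 100% baseline, either lowered as inhibitor or raised as activator; inconclusive means flagged as likely green fluorescent, judged across all proteins in the well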;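 further: 0% = unlabeled GTP competition control and 100% = no-compound control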
Target sequence (P01112 whole entry, looked up): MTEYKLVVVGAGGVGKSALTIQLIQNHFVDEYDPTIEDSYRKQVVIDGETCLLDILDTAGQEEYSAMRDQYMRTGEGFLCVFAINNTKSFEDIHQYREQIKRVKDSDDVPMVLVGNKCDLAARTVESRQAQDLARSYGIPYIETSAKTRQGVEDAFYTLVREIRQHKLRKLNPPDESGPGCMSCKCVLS
Bfl-1 Bim block: disrupts Bim binding to human Bfl-1. Bead-based flow cytometry, Bim-Bfl-1 binding inhibition. AID 1008. inhibition, % at 10 µM. Q16548. 0.12% of 190,000 active;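 further: 0% = wells without compound plus tracer and 100% = blocker peptide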
Rab2 wt GTP: changes GTP binding to wildtype dog Rab2A, up or down | P61105 | GST-Rab2 wt beads, Bodipy-GTP binding, flow cytometry | GTP binding activity, % at 10 µM | 0.19% of 190,000 active | AID 760;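 active means GTP binding activity at least 20 points away from 100%, either lowered or raised; inconclusive means signal likely due to the compound's own green fluorescence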;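 further: 0% = beads with excess unlabeled GTP and 100% = no-compound control corrected for plate trend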
Bcl-B Bim block: inhibitors of Bim-Bcl-B interaction, human | bead-based flow cytometry, Bim peptide-Bcl-B binding | Q9HD36 | inhibition, % at 10 µM | 0.073% of 190,000 active;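 further: 0% = tracer peptide without compound and 100% = reference inhibitor peptide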
Bcl-XL Bim block: inhibitors of Bim-Bcl-XL interaction, human; Bim peptide-Bcl-XL binding, bead flow cytometry, fluorescence; Q07817; 0.04% of 190,000 active; AID 1007; inhibition, % at 10 µM
Target sequence (Q07817 whole entry, looked up): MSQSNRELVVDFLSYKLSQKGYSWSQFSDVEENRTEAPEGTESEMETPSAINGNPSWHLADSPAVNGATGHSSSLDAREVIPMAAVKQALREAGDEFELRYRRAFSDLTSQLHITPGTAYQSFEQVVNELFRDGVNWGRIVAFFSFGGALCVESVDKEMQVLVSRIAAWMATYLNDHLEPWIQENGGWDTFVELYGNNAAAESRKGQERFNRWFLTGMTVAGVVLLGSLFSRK
Bcl-W Bim block: inhibitors of Bim-Bcl-W interaction, human | Q92843 | bead-based flow cytometry, Bim peptide-Bcl-W binding | AID 952 | 0.02% of 190,000 active | inhibition, % at 10 µM;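 further: 0% = bound tracer without compound and 100% = peptide blocker; higher means less fluorescent Bim peptide bound to Bcl-W beads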
Target sequence (Q92843 whole entry, looked up): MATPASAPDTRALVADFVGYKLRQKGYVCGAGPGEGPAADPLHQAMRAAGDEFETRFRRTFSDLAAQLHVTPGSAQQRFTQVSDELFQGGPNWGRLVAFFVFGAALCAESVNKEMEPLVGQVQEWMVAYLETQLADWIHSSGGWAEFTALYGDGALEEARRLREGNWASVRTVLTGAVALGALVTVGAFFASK
Bcl-2 Bim block: disrupts Bim peptide binding to human Bcl-2; Bead-based flow cytometry, Bim peptide-Bcl-2 binding; AID 950; P10415; 0.06% of 190,000 active; inhibition, % at 10 µM; in the data active means inhibition above about 40%; inconclusive means no clear call, values can overlap the other calls;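 further: 0% = no compound wells with probe peptide and 100% = reference peptide inhibitor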
Target sequence (P10415 whole entry, looked up): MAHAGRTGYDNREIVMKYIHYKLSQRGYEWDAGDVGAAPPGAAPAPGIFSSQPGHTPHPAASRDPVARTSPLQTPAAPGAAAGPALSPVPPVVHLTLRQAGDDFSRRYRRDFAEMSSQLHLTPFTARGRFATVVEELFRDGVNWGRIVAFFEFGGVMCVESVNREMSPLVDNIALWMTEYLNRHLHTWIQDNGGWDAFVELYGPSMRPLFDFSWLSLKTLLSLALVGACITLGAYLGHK
Cdc42 wt GTP: human Cdc42 wildtype GTP binding change, either direction; P60953; GST-Cdc42 beads, Bodipy-GTP binding, flow cytometry; actives lie on both sides; percent activity (GTP binding), % at 10 µM; 0.2% of 190,000 active;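 active means percent activity GTP binding at least 20 points away from the 100% baseline, either down as inhibitor or up as activator; inconclusive means compound flagged as likely green fluorescent from well-wide comparison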;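 further: median bead fluorescence of bound Bodipy-FL-GTP at 100 nM; 0% = excess unlabeled GTP control and 100% = no compound control; below 100% means less GTP binding so inhibitor and above means activator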
Target sequence (P60953 whole entry, looked up): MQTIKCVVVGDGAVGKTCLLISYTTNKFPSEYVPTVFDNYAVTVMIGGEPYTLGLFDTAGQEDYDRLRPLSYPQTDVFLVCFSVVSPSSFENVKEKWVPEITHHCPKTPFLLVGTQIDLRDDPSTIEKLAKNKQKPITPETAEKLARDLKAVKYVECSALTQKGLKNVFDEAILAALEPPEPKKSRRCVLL
Rac1 act GTP bind: human Rac1 activated mutant GTP binding change. GST-Rac1 activated beads, fluorescent GTP binding, flow cytometry; actives lie on both sides; 100% means binding = to untreated wells. AID 764. 0.11% of 190,000 active. percent activity (GTP binding), % at 10 µM;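 active means GTP binding at least 20 percentage points away from the 100% baseline, in either direction, so actives lie on both sides; inconclusive means Compound likely fluorescent itself, or too few beads counted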
Rac1 wt modul: alters GTP binding to wildtype human Rac1; GST-Rac1 beads, fluorescent GTP binding, flow cytometry; actives lie on both sides; 0 = cold GTP competed, 100 = untreated; GTP binding activity (% of control), % at 10 µM; 0.27% of 190,000 active; AID 757;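 active means GTP binding activity at least 20 points away from the 100% control level, either lower or higher; inconclusive means compound flagged as likely green fluorescent, judged across all proteins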
Starred values were filed as active, the others as inactive; ? = inconclusive. Unless noted, no stated cut-off is given here; in the data, active means inhibition above about 40%.

SMILES	Rab7 wt GTP bind	HRas wt GTP	Bfl-1 Bim block	Rab2 wt GTP	Bcl-B Bim block	Bcl-XL Bim block	Bcl-W Bim block	Bcl-2 Bim block	Cdc42 wt GTP	Rac1 act GTP bind	Rac1 wt modul
Cc1ccc(NC(=O)c2ccc3c(c2)nnn3C)cc1	96	97	0	97	-2	-5	-6	-1	99	99	103
Nc1nc(SCc2nc3sc4c(c3c(=O)[nH]2)CCCC4)n[nH]1	95	97	0	97	-4	-4	-1	0	98	98	102
CCn1nc(C(=O)OCc2c(C)noc2C)c2ccccc2c1=O	100	100	-7	98	-8	-5	-3	-4	99	97	101
O=c1oc2ccccc2cc1-c1csc(Nc2nc3c(F)cccc3s2)n1	96	94	0	94	-13	-8	-1	0	92	95	95
COc1ccccc1N1CCN(CC(O)COc2ccc(S(=O)(=O)N3CCOCC3)cc2)CC1 (stereo not given)	97	100	0	100	-3	-3	1	0	100	99	104
COC(=O)c1cc2n(n1)CCN(Cc1cccc(OC)c1)C2=O	103	100	-7	98	-3	-3	-1	-3	100	98	103
COc1ccc(S(=O)(=O)NC2CC(C)(C)NC(C)(C)C2)c(C)c1C	96	99	-6	102	-5	-9	-7	-4	100	100	107
COc1cccc(C2C(C(=O)NCc3ccccc3)=C(C)Nc3ncnn32)c1 (stereo not given)	100	102	-11	98	-6	6	0	-9	99	97	103
Cc1oc(-c2ccccc2F)nc1CS(=O)(=O)CC(=O)NCCCc1ccccc1	98	100	-10	100	-8	-5	-1	-10	103	101	101
CC(C)c1ccc(/C=C/C(=O)NC(=S)Nc2ccc(CN3CCOCC3)cc2)cc1	95	98	0	96	-13	-16	-18	-3	96	100	103
CC(C(=O)N1CCCCC1)N(C)CC(=O)Nc1ccc(Cl)cc1 (stereo not given)	98	95	-12	97	-7	0	-2	-11	99	98	101
Cc1cc(C)c(C(=O)CN2C(=O)NC3(CCCCC3)C2=O)cc1C	99	99	3	99	0	0	0	-5	96	94	94

Complete entries from above. Values in the order: Rab7 wt GTP bind, HRas wt GTP, Bfl-1 Bim block, Rab2 wt GTP, Bcl-B Bim block, Bcl-XL Bim block, Bcl-W Bim block, Bcl-2 Bim block, Cdc42 wt GTP, Rac1 act GTP bind, Rac1 wt modul
CCn1nc(C(=O)OCc2c(C)noc2C)c2ccccc2c1=O is listed with 100, 100, -7, 98, -8, -5, -3, -4, 99, 97, 101
COC(=O)c1cc2n(n1)CCN(Cc1cccc(OC)c1)C2=O is listed with 103, 100, -7, 98, -3, -3, -1, -3, 100, 98, 103

Going on with the list.
SMILES	Rab7 wt GTP bind	HRas wt GTP	Bfl-1 Bim block	Rab2 wt GTP	Bcl-B Bim block	Bcl-XL Bim block	Bcl-W Bim block	Bcl-2 Bim block	Cdc42 wt GTP	Rac1 act GTP bind	Rac1 wt modul
N=C1/C(=C/c2cccn2CCOc2ccccc2)C(=O)N=C2SC=C(c3ccccc3)N12	98	99	-2	101	1	-1	0	-1	102	100	99
CC1CCN(C(=O)/C(=C\c2cccs2)NC(=O)c2ccccc2)CC1	95	97	-1	94	-5	-4	0	-1	93	95	100
CCCC(C)NC(=O)c1ccc(C2SCC(=O)N2Cc2ccco2)cc1 (stereo not given)	92	96	0	94	-2	-2	-4	0	98	93	96
COc1ccc(CCN2C(=O)c3cccc4c(C(=O)N5CCCCC5)ccc(c34)C2=O)cc1OC	97	92	-12	88	-19	-14	-9	-11	92	87	94
COc1cc(/C=N/NC(=O)c2ccc(C)nc2)cc([N+](=O)[O-])c1O	103	92	0	93	-3	1	0	3	96	92	94
Cc1c(NC(=S)NC(=O)c2ccco2)cccc1-c1nc2ncccc2o1	101	96	1	98	4	0	-4	1	95	95	96
CC(C)(C)c1[nH]nc2c1C(c1ccccc1OC(=O)N1CCOCC1)C(C#N)=C(N)O2 (stereo not given)	102	98	-1	99	3	1	3	0	99	97	95
Cc1nn(C)c(C)c1S(=O)(=O)N1CCCC(C(=O)NC2CCCCCC2)C1 (stereo not given)	100	104	-10	99	-10	-6	-8	-9	104	100	106
CCSc1nnc(NC(=O)c2cccc(OCc3c(C)noc3C)c2)s1	102	101	0	100	-1	-4	-3	-3	98	99	105
CCCNC(=S)N1CCCC(c2nc3ccccc3[nH]2)C1 (stereo not given)	86	95	-3	96	-5	0	-5	-1	95	95	97
COC(=O)N/N=C(\C)c1ccc(OC(F)F)cc1	99	97	-3	97	-5	-2	0	-1	100	97	100
Cc1cc(S(=O)(=O)Nc2cccnc2)c(C)s1	100	99	-21	100	-5	-5	-5	-8	99	99	102
CC1(C)CC(=O)C(C=Nc2cccnc2/N=C/C2=C(O)CC(C)(C)CC2=O)=C(O)C1	101	95	3	96	0	-4	-6	-2	91	94	93
COC(=O)C1=CN(C)C=C(C(=O)OC)C1c1ccccc1Cl	103	99	-9	99	-8	-7	-1	-12	101	100	101
Cc1ccc(C)c(C(=O)CN2C(=O)NC3(CCC(C)CC3)C2=O)c1 (stereo not given)	100	101	0	103	-2	-7	-6	-3	102	100	103
Cc1ccc(C(=O)NNC(=O)CCn2nnc3ccccc32)cc1	97	96	-3	98	0	0	0	-5	97	97	100
Cc1cc(NC(=O)Cn2cc(C(F)(F)F)cc(Cl)c2=O)no1	96	99	-5	96	0	-2	-3	-2	102	99	102
O=C(COc1ccc(S(=O)(=O)N2CCCCC2)cc1)NCc1ccccn1	108	100	-5	101	-3	-3	-2	-3	99	95	100
CCN(Cc1ccccc1)C(=O)Cn1c(=O)n(-c2ccc(OC)cc2OC)c(=O)c2c(C)c(C)sc21	91	97	-5	95	-3	-1	-1	-4	97	94	97
CCOC(=O)c1cc(C)nn1-c1nc(Cl)cc(OC)n1	98	98	2	99	2	0	4	6	101	100	100
CC(C)(C)NC(=O)Cn1c(=O)c(=O)n(Cc2ccccc2)c2ccc(Cl)cc21	100	102	-15	101	-7	-5	-3	-7	101	101	104
Cc1ccsc1C(=O)NNC(=O)Nc1ccc(Cl)c(Cl)c1	98	97	-2	96	-5	8	1	0	98	99	99
COc1ccc(-c2nc(-c3ccc(O)cc3O)cs2)cc1OC	90	87	-4	87	-1	5	2	3	86	91	85
COc1ccc(OC(C)C(=O)N2CCc3ccccc3C2)cc1 (stereo not given)	95	99	-1	94	0	-1	0	-2	94	95	93
CN1CCN(S(=O)(=O)c2ccc(NC(=O)COc3ccccc3Cl)cc2)CC1	101	98	-7	99	-1	0	-4	-4	100	98	100
COc1ccc(Cl)cc1NC(=S)Nc1ccccc1C	101	97	-4	96	0	0	0	0	97	93	97
CC(=O)c1cccc(NC(=O)Nc2cccs2)c1	97	99	-13	97	-12	-6	-7	-9	98	96	99
CSc1cc(-c2ccccc2)n(Cc2ccccc2Cl)c(=O)c1C#N	99	97	-6	99	-13	-1	0	-10	96	98	101
CC(=O)N1CCN(c2cccc(C)c2C)CC1	97	97	-16	96	-8	-3	-2	-12	98	97	100
CCC(Oc1ccccc1)C(=O)Nc1nc2c(s1)C(=O)CC(C)(C)C2 (stereo not given)	95	95	-3	90	0	0	-4	-3	93	90	91
CCOC(=O)c1nnn(CC(=O)Nc2ccccc2OC)c1C(=O)OCC	101	102	-8	102	-8	-6	6	-4	103	101	105
O=S(=O)(c1cccc(-c2nnc3n2CCCCC3)c1)N1CCCC1	90	90	-2	92	0	0	-1	-1	92	91	91
CCOC(=O)Nc1ccc(S(=O)(=O)NC2CCCCC2)cc1	95	96	-4	95	-1	0	0	-1	98	95	98
CCOC(=O)N1CCN(C(=O)c2cc(C)no2)CC1	100	99	-10	102	-4	-5	1	-2	102	98	102
CCc1ccc(C2CC(=O)NC(SCC(=O)OC(C)C)=C2C#N)cc1 (stereo not given)	99	99	-8	98	-4	0	-1	-8	100	99	101
COc1ccc(NC(=O)C2CCN(S(=O)(=O)c3c(C)noc3C)CC2)cc1Cl	102	102	-3	100	-4	2	5	-5	101	99	103
CC(=O)Nc1ccc(C2=NN(CC#N)C(=O)SC2)cc1	98	101	-1	97	-2	-2	0	-2	103	99	104
Cc1ccc(C)n1CCN1CCN(C(=O)c2ccco2)CC1	98	103	-3	102	-3	0	-2	-5	104	100	102
CCN(CC)CCN(Cc1cc2cc(C)c(C)cc2[nH]c1=O)C(=S)NCc1ccco1	102	95	-4	98	-9	-4	-3	-3	94	95	98
COc1ccc(CCNC(=O)CCCN2C(=O)c3ccccc3C2=O)cc1	100	96	-3	97	0	0	0	-4	98	94	97
NC(=O)COC(=O)CCCc1nc2ccccc2s1	99	100	-20	102	-14	-10	-5	-11	99	98	100
CCCCOC(=O)Nc1nc(C)c(C(=O)OCC)s1	102	103	-17	103	-11	-4	0	-6	109	102	109
CCOc1ccc(NC(=O)c2ccc(NC(=S)NC3CC3)cc2)cc1	104	97	-1	101	-9	-6	-5	-4	94	94	99
O=C(/C(=N\O)n1cncn1)c1ccc(Br)cc1Br	96	98	11	99	5	-4	-2	14	96	98	99
COc1ccc(/C=C(\NC(=O)c2ccccc2)C(=O)OC[C@@H]2CCC[N+]3(C)CCCCC23)cc1OC (stereo not given in full)	100	100	-4	100	-4	-1	-1	-2	99	94	99
CC(/C(O)=C(\C#N)c1nc2ccccc2n1C)N1C(=O)c2ccccc2C1=O (stereo not given)	101	101	-2	102	-1	-1	-3	-2	103	101	104
O=C(Cc1ncc(C(F)(F)F)cc1Cl)NCc1ccco1	?	?	-2	?	-1	-2	-2	2	?	?	?
CCC(C(=O)NC1CCCCC1)n1c(SCc2ccccc2F)nc2ccncc21 (stereo not given)	96	96	-2	97	-6	-3	-8	-2	96	93	98
COC(=O)C1=C(C(=O)OC)C2C(C)=CC(C)=CN2C(C(=O)OC)=C1C(=O)OC (stereo not given)	103	100	1	99	-2	-5	0	1	102	99	101
Cc1ccc(NC(=O)NC(=O)N(C2CCCCC2)S(=O)(=O)c2ccccc2)cc1	100	99	-13	98	-5	-4	-2	-7	96	98	97
CCn1cc(/C=N/NC(=O)c2ccc3c(c2)OCO3)c(C)n1	100	105	-7	102	-2	2	4	0	105	101	104
Cc1cc(C)cc(-n2c3nc4ccccc4nc3c3c(=O)n(Cc4ccco4)cnc32)c1	99	101	35	101	10	7	22	12	104	101	102
O=C1c2ccccc2C(=O)N1CCSc1nnc(-c2ccco2)n1Cc1ccccc1	99	101	-4	103	-10	-6	-6	-10	103	98	105
CCCc1nc2ccccc2c(=O)n1-c1c(C)n(C)n(-c2ccccc2)c1=O	99	100	0	98	-4	0	-3	1	103	99	101
Cn1c(=O)n(C)c2cc(/C=N/N=C3/NC(=O)C(CC(=O)O)S3)ccc21 (stereo not given)	89	89	-1	92	0	0	2	1	93	92	96
CCOC(=O)c1ccc(N/C=C2/CCCC(C)C2=O)cc1 (stereo not given)	94	97	-3	96	-2	3	1	-1	95	97	97
O=[N+]([O-])c1cccnc1N/N=C/c1ccccc1O	104	100	-2	100	-3	-1	1	3	96	98	99
O=C1CC(N2CCN(c3ccccc3F)CC2)C(=O)N1c1ccc2c(c1)OCCO2 (stereo not given)	99	95	-3	96	-4	-9	-7	-8	95	94	91
